Assay outcomes from PubChem.
MC4R barr agon = MC4R agonists recruiting beta-arrestin, primary screen, cell-based, luminescence, agonist arm of biased-ligand search | Melanocortin receptor 4 (Homo sapiens), P32245 | activation, % at 8.9 µM | U2OS MC4R beta-arrestin complementation; percent of melanotan II response, DMSO zero | AID 540308, 2011 | 0.98% of 360,000 active;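 active = activation above a per-plate cutoff, the mean activation of sample wells on that plate plus 3 SD, cut at about 8% in these data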
Glyco luc inh = increase of ERlucT glycosylation luciferase signal, primary screen, N-linked glycosylation inhibitor project, D54 ERlucT cells, luminescence, set 2; D54 ERlucT glycosylation luciferase reporter, 24 h; percent of 100 nM tunicamycin response; 0.23% of 360,000 active; reporter increase, % at 12.5 µM;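 active = mean luciferase reporter signal, scaled so untreated is 0 and the glycosylation-blocking control 100, at or above a set limit in every replicate; inconclusive = mean reaches the limit but not every replicate does; inactive = mean below the limit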;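 also: luciferase carries N-glycosylation sites so blocking glycosylation raises the light; 0% = median of neutral control wells and 100% = median of 100 nM tunicamycin wells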
aDG glyco act = activators of alpha-DG glycosylation, primary screen, uHTS, Pro5-aDG cells, AlphaScreen | AID 624168, 2012 | 0.22% of 360,000 active | alpha-DG glycosylation AlphaScreen (IIH6); 0% Pro5, 100% B10-LARGE cell signal | activation, % at 10 µM;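 active = activation of at least 8% versus controls, or a plate z-score of at least 8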;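 also: Pro5 are CHO cells carrying HIG-tagged alpha-DG that lacks glycosylation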
ABHD5-PLIN5 inh = ABHD5-PLIN5 interaction inhibitors, primary screen, cell lysate, split luciferase complementation, luminescence; Perilipin-5 (Homo sapiens) + 1-acylglycerol-3-phosphate O-acyltransferase ABHD5 (Homo …; Split G. princeps luciferase complementation, 4 h; inhibition, % at 4 µM; 0.78% of 360,000 active; AID 602281, 2012;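 active = inhibition above the mean inhibition across every tested compound plus 3 SD, cut at about 22% in these data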;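 also: 0% = DMSO only wells and the 100% control is not disclosed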
NOD2-RIPK2 inh = NOD2-RIPK2 binding disruptors in cells, primary screen, fluorescence, CHO cells, BLA complementation. 0.38% of 360,000 active. inhibition, % at 4.98 µM. CCF4 ratio. Receptor-interacting serine/threonine-protein kinase 2 (Homo sapiens), O43353. AID 624267, 2012; in the data active = inhibition above about 21%;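 also: 0% = vehicle only and 100% = reference blocker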
Exocytosis inh = LAMP-1 surface exposure blockers, TALL-104 cells – cell-based, flow cytometry, MLPCN library, primary screen. TALL-104 LAMP-1 surface exposure; cells stimulated with thapsigargin and PMA. inhibition, % at 10 µM. 0.66% of 360,000 active;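 active = inhibition above about 55%, limit read from the data; inconclusive = no clear call, values can overlap the other calls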
Vif imaging = HIV Vif self-association inhibitors, primary screen, imaging, HEK293T, single point; HEK293T cells, Vif self-association by quenched fluorescence, 24 h; inhibition, % at 7.49 µM; 0.35% of 340,000 active; in the data active = inhibition above about 50%, passing the limit was not always enough; inconclusive = no clear call, values can overlap the other calls; inactive = below about 31%; also: some results filed as inactive read as strong as hits
TLR9-MyD88 inh = inhibitors of TLR9-MyD88 association in cells, primary screen, cell-based, CHO, BLA complementation, fluorescence; CCF4 FRET ratio; 0.21% of 340,000 active; Toll-like receptor 9 (Homo sapiens) + Myeloid differentiation primary response protein …; inhibition, % at 4.98 µM; AID 504734, 2011;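 active = inhibition above the mean over all tested compounds plus 3 SD, cut at about 21% in these data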;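 also: 0% = DMSO only wells and 100% = clavulanate BLA inhibitor control wells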
Target sequence (Q99836 whole entry, looked up): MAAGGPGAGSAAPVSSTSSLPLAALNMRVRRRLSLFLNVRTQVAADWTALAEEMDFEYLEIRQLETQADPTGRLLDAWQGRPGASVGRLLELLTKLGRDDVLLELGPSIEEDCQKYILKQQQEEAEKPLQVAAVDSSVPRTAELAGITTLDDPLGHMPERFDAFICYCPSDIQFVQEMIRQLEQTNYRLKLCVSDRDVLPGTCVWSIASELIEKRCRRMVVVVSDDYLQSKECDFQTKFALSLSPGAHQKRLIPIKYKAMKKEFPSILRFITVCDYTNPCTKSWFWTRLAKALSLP
Target sequence (Q9NR96 whole entry, looked up): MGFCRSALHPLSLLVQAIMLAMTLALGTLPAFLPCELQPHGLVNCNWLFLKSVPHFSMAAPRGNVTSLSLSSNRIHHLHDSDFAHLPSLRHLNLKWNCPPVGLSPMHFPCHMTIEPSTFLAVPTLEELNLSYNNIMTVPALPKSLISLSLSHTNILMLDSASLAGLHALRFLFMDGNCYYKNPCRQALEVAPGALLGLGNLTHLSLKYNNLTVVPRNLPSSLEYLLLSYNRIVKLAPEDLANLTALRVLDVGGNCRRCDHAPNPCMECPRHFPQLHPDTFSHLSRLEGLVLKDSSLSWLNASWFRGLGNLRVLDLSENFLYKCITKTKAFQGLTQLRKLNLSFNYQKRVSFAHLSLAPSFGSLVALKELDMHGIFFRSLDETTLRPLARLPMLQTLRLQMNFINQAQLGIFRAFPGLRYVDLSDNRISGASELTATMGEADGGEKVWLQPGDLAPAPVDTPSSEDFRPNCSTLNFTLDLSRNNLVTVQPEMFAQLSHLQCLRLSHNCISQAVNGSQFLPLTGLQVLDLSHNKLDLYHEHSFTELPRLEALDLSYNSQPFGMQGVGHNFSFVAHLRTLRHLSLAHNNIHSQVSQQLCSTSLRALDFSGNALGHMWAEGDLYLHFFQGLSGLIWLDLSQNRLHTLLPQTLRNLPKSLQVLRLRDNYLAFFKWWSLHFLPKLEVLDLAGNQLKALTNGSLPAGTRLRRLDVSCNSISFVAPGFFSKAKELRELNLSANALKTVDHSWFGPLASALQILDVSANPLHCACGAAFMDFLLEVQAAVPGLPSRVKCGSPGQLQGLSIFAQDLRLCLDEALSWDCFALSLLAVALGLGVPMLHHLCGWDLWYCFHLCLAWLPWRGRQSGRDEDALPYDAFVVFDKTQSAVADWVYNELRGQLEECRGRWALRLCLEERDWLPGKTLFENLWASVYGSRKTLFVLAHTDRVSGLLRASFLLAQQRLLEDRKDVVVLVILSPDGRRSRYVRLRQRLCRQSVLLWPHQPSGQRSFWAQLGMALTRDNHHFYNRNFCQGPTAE
ABCB6 inh 2 = ABCB6 transporter inhibitors, primary screen, K562-ABCB6 cells, flow cytometry, MLPCN library. fluorescence ratio to DMSO, % at 10 µM. K562-ABCB6 porphyrin accumulation, 1 h; stronger effect = lower value. 0.19% of 360,000 active;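 active = fluorescence ratio to DMSO below 75%, the collection mean minus 3 SD; inconclusive = too few cells collected in the well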;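 also: signal is porphyrin accumulated inside mitochondria; 100% equals median channel fluorescence of DMSO control wells; lower ratio means ABCB6 inhibition with less porphyrin fluorescence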
MC4R antag cAMP = MC4R antagonists of cAMP signaling, primary screen, cell-based, TR-FRET, antagonist arm of biased-ligand search; Melanocortin receptor 4 (Homo sapiens), P32245; MC4R-expressing cells, MTII-stimulated cAMP, LANCE TR-FRET; inhibition, % at 6.5 µM; 0.48% of 360,000 active; AID 540295, 2011;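 active = inhibition above its plate's cutoff, the mean of tested wells on that plate plus 3 SD, cut at about 29% in these data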;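 also: 0% = Melanotan II alone and 100% = Melanotan II plus saturating MCL0020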
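Material: human MC4R-expressing U2OS cells. Probe or stimulus: Melanotan II challenge. Dosing: 6.5 µM single dose. Times: 30-min compound, 1-h challenge, 1-h detection, room temperature. Technique: TR-FRET with Eu-cAMP and labeled anti-cAMP, 671 nm. Replication: singlicate.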
Numbers without * were called inactive; i = inactive; u = inconclusive; x = no result given.

SMILES	MC4R barr agon	Glyco luc inh	aDG glyco act	ABHD5-PLIN5 inh	NOD2-RIPK2 inh	Exocytosis inh	Vif imaging	TLR9-MyD88 inh	ABCB6 inh 2	MC4R antag cAMP
COc1cccc(C(C(=O)NC2CCCCC2)N(CCN2CCOCC2)C(=O)C2COc3ccccc3O2)c1 (configuration not stated)	0.1	0	0.5	14	-10	-2	-1	8	92	3
Cc1ccc(N2C(=O)c3ccccc3C2(O)c2ccccc2)cc1 (configuration not stated)	-1.4	1	0.0	-2	-7	-2	9	6	99	17
CCOc1ccccc1CNC(=O)c1ccc2nc(N3CCOCC3)sc2c1	-0.8	3	0.3	13	-2	0	-14	-3	93	11
CSC(=Nc1ccccc1)N=C(SCc1ccccc1)N(C)C	5.7	-16	-0.3	81*	4	39	1	-16	105	15
OCC1(Cc2cccc(C(F)(F)F)c2)CCN(Cc2cc(F)cc(F)c2)CC1	5.8	-6	3.2	1	-7	6	-5	2	93	7
CSCC[C@H](NC(=O)CCNC(C)=O)c1nc2ccccc2[nH]1	-0.8	1	0.1	-3	-3	2	8	6	99	1
CC(C)C1Cc2c(sc3c2c(=O)n(-c2ccccc2)c2n[nH]c(=S)n32)CO1 (configuration not stated)	-1.9	3	0.0	-3	0	-10	11	-2	96	12
O=C(C[n+]1ccccc1)Nc1ccccc1[N+](=O)[O-]	1.3	4	0.0	-2	-2	-5	0	6	103	-1
Oc1ccc(Cl)cc1-c1cc(-c2ccco2)[nH]n1	4.1	7	-0.4	14	-5	2	-6	0	80	-4
Cc1oc2c(C)c3oc(=O)c(CCC(=O)O)c(C)c3cc2c1-c1ccccc1	-0.7	1	0.0	-1	0	10	x	4	97	8
COCCNC(=O)C1CCCN(C(=O)c2cncc(Br)c2)CC1 (configuration not stated)	-1.5	0	0.0	3	9	5	-8	x	99	7
CC(=O)NCCc1ccc(C(=O)COC(=O)c2ccc(C)s2)cc1	-1.1	2	-0.1	-1	-1	-2	x	3	105	15
COc1cccc(/C=C/C(=O)OCC(=O)Nc2nnc(-c3ccccc3)o2)c1OC	-3.4	2	0.2	-9	-3	1	-14	-4	95	-1
N#CCCN(C(=O)COC(=O)CCc1c[nH]c2ccccc12)c1ccccc1	-2.0	-2	0.1	4	2	1	-10	1	99	7
COc1ccc(Cl)cc1C(=O)NCCCn1ccnc1	2.2	1	0.2	3	-4	12	3	2	105	3
COc1ccccc1OCCn1c(=O)sc2ccccc21	-2.2	-1	0.1	-7	-1	-3	-15	4	100	-2
O=C(c1ccccc1F)N(Cc1ccc2c(c1)OCO2)Cc1cc2cc3c(cc2n2nnnc12)OCO3	-3.2	4	-0.7	4	-4	-4	-8	-1	91	10
CN(C)c1ccc(/C=C/c2ccc3ccccc3n2)cc1	-0.9	-20	0.2	9	46*	21	i	28*	158	5
O=C(COc1ccc2ccccc2c1)N[C@@H](C(=O)O)c1ccc(O)cc1	2.7	1	0.0	-1	-6	-3	-18	5	94	17
O=C(COC(=O)/C=C/c1ccc(Cl)cc1)NCCC1=CCCCC1	1.1	2	0.0	-1	0	0	2	-2	93	2
Cc1cc(C)cc(N2C(=O)C3C4C=CC(C4)C3C2=O)c1 (configuration not stated)	-1.7	0	0.2	-7	-1	0	-5	2	104	4
COc1ccc(-c2cc3cc(OC)c(OC)cc3c(C)n2)cc1	-0.5	2	0.1	6	5	u	-10	6	97	10
Cn1cc(C=C2C(=O)OC3(CCCCC3)OC2=O)c2ccccc21	1.7	-1	0.0	5	-19	-3	0	2	103	3
CC1(C(=O)Nc2ccc3c(c2)OCO3)CCN1C(=O)c1ccco1 (configuration not stated)	-0.1	-1	-0.5	-3	-3	19	-10	x	96	4
CCCC(=O)c1cc2c(cc1NC(=O)c1ccccc1F)OCCO2	0.0	0	0.6	1	-4	2	0	2	98	1
CCN(CC)CCC(O)(c1ccccc1)C1CCCCC1 (configuration not stated)	-2.1	-1	0.1	0	1	-8	1	0	91	0
Cc1cccc(C)c1NC(=O)C1C(c2ccc3c(c2)OCO3)=Nc2ccccc2N1C(=O)c1cccc2ccccc12 (configuration not stated)	x	x	-0.5	5	-6	12	x	x	x	x
CCCCNC(=O)NC12CC3CC(CC(C3)C1)C2	-2.1	1	0.6	4	0	6	-2	8	103	16
Cc1ccc(CNC(=O)c2ccc(COc3ccccc3)cc2)cc1	13*	-3	0.1	-14	-2	-5	-1	4	98	-1
OC[C@H]1O[C@@H](n2cnc3c(NCc4ccco4)ncnc32)[C@H](O)[C@@H]1O	-0.8	23	0.8	2	-13	-2	6	-4	104	20
O=C(Nc1ccc(C(=O)NN2C(=O)c3ccccc3C2=O)cc1)c1ccccc1	0.2	0	1.0	3	-1	-4	8	-7	96	4
Cc1cc(C)c(C#N)c(SCc2cn3ccccc3n2)n1	0.4	-9	0.2	4	-12	-1	7	-14	97	-2
Cc1ccc(S(=O)(=O)N2CCCCC2)cc1NC(=O)c1cc2ccccc2o1	0.7	-3	0.8	1	-15	-2	-6	-3	97	0
COC(=O)c1sc(NC(=O)c2ccncc2)nc1C	-1.3	2	-0.1	3	-3	0	4	10	100	0
Cc1cc(NC(=O)c2cccc3ccccc23)cc(C)c1OCC(=O)N1CCOCC1	-0.2	0	0.7	3	-5	-2	5	3	93	6
CC1(C)C(=O)CCC2(C)C1=CCC1C2C(=O)CC2(C)C1CCC2(O)C(=O)CO (configuration not stated)	-2.4	0	-0.3	-3	2	5	7	-2	99	5
COc1cccc(CN2CCC2(C)C(=O)NCCc2ccccn2)c1OC (configuration not stated)	-0.3	-1	0.0	4	5	-2	-5	x	98	-4
Cn1c(SCC(=O)Nc2cccc3ccccc23)nc(O)cc1=O	-1.9	3	0.1	-6	4	2	-1	2	97	1
CC1Cc2ccccc2N1CC(=O)Nc1ccc2c(c1)OC(F)(F)O2 (configuration not stated)	4.4	-5	0.0	-17	7	2	0	-1	98	3
CSc1ccc(Cl)c(C(=O)N2CCN(c3ncccn3)CC2)c1	0.6	1	0.1	4	-9	3	11	-7	99	-1

Shown as a hit in MC4R barr agon, among the entries above:
SMILES	MC4R barr agon	Glyco luc inh	aDG glyco act	ABHD5-PLIN5 inh	NOD2-RIPK2 inh	Exocytosis inh	Vif imaging	TLR9-MyD88 inh	ABCB6 inh 2	MC4R antag cAMP
Cc1ccc(CNC(=O)c2ccc(COc3ccccc3)cc2)cc1	13*	-3	0.1	-14	-2	-5	-1	4	98	-1

New compounds follow
SMILES	MC4R barr agon	Glyco luc inh	aDG glyco act	ABHD5-PLIN5 inh	NOD2-RIPK2 inh	Exocytosis inh	Vif imaging	TLR9-MyD88 inh	ABCB6 inh 2	MC4R antag cAMP
CC(=O)Nc1ccc(NC(=O)CSc2nc(C)nc3sc(C)c(C)c23)cc1	0.2	-1	0.1	3	-22	-1	-3	4	95	7
Cc1cc(NS(=O)(=O)c2ccc(NC(=O)CSc3nc4ncc(Cl)cc4[nH]3)cc2)nc(C)n1	-2.7	0	0.0	0	-12	-4	-28	0	92	-6
COCCNC(=O)c1cc(S(=O)(=O)N(C)C2CCCCC2)ccc1Cl	0.5	2	0.1	-1	-7	-1	3	-7	100	3
Cc1ccc(C)c(Cn2nnc(C(=O)Nc3ccc4c(c3)OCCO4)c2N)c1	-1.6	-4	1.3	5	-1	2	-7	-6	97	-16
Cc1cc(NC(=O)c2cnn3c(C(F)(F)F)cc(-c4ccc(Br)cc4)nc23)no1	-1.1	-1	-0.7	-2	-9	0	12	-1	95	-5
O=C(NCc1ccc2c(c1)OCO2)c1ccc2snnc2c1	-1.4	-3	0.1	-1	3	-3	-3	5	102	-3
O=C(OCCOc1ccccc1)c1cc(S(=O)(=O)N2CCOCC2)ccc1Cl	-1.5	-4	0.9	-3	5	8	0	-2	89	-1
Cc1ccc(S(=O)(=O)Nc2ccccc2C(=O)Nc2sccc2C(=O)NN(C)C)cc1	-0.6	3	0.0	1	-1	-1	-2	-6	94	10
CC(=O)c1ccc(S(=O)(=O)NCCC(=O)NC2CCN(Cc3ccccc3)CC2)cc1	0.0	-3	0.0	5	1	-1	1	3	98	-3
COc1ccc(NC(=O)c2cc(-c3cc(C)c(C)cc3O)n[nH]2)c(OC)c1	15*	-3	0.1	-5	-8	6	-1	-4	95	2
COC(=O)c1cccc(NC(=O)CCN2C(=O)C3CC=CCC3C2=O)c1 (configuration not stated)	-0.5	0	0.1	8	-13	-1	8	2	94	-2
O=C(CSc1nc2ccccc2[nH]1)NC1CCCc2ccccc21 (configuration not stated)	0.6	2	-0.2	3	-3	-1	-4	-11	91	10
Cc1ccc(C(=O)NCC(=O)NC2CCCCCC2)cc1	0.6	0	0.0	-6	-2	-9	-4	-21	98	-2
CN(C)/C=C(\C(=O)c1ccc(F)cc1F)c1nnnn1-c1ccccc1	-0.6	0	0.0	-1	1	13	1	4	101	17
COc1ccc(CNS(=O)(=O)CCNC(=O)c2cccc(OC)c2)cc1	-2.3	-1	0.3	-4	-2	2	1	7	91	6
Cc1ccc(OCC(=O)NC2CCCC2)c(C)c1	-0.8	-3	0.0	1	-17	0	-12	-3	92	0
COCc1nnc(NS(=O)(=O)c2ccc([N+](=O)[O-])cc2)s1	-0.6	3	0.0	0	0	1	-10	-1	93	-4
CNc1nc(NN)nc(Nc2ccccc2)n1	-0.1	1	-0.1	2	-1	-7	2	-3	96	8
CNC(=O)C(=O)NCCC1CCCCN1S(=O)(=O)c1cccs1 (configuration not stated)	0.6	3	-0.2	8	-6	1	0	-2	101	-1
COc1ccc(-c2nnc(COc3ccc(Br)cc3C)o2)cc1	-0.5	1	0.1	1	0	-4	3	x	93	3
O=C(NCCCn1ccnc1)c1noc2c1CCCC2	-1.8	-1	-0.1	5	1	-3	3	5	103	6
CCOc1ccccc1Nc1nc(-c2sc(C)nc2C)cs1	-0.9	7	0.0	-14	-6	-10	-5	-3	95	12
CC1CN(C(=O)COC(=O)c2cc(S(N)(=O)=O)c(Cl)cc2Cl)CC(C)O1 (configuration not stated)	-1.9	1	-0.2	-2	-3	-4	21	2	98	-2
CN(C)c1ccc(/C=C2\SC(=O)N(CC(O)Cn3c4ccccc4c4ccccc43)C2=O)cc1 (configuration not stated)	-1.1	0	0.1	-8	1	6	-3	7	129	-1
CCN(CC)S(=O)(=O)c1ccc2c(c1)N(CC(=O)N(CCc1ccncc1)C(C)C)C(=O)CO2	-2.1	6	0.4	2	-17	19	-6	18	103	20

Not all compounds are listed; the hit share may differ from the screen's.
